# MBNL1-CUG inh = MBNL1-poly(CUG) RNA binding inhibition | Q9NR56 | TR-FRET MBNL1-His/biotin-(CUG)12 binding, 665/545 ratio | Potency, µM (series often up to 57.5 µM), without a hit: top-dose activity change, negative = inhibition, most hits filed as inhibitors | actives 0.036% (n = 280,000) | AID 2675; active = well fitted inhibition curve with a large enough effect in the signal ratio, with a control signal flat, not every such curve was filed as active; inconclusive = small, poorly fitted or top-dose-only effect, or effect the other way, or a change in a side signal; inactive = no such curve, though single readings can be large or run the other way; the % refers to the signal ratio; also: potency is read from the fitted curve at half-maximal effect; % is scaled to controls: 0 for no effect and ±100 for the full control effect
# Target sequence (Q9NR56 whole entry, looked up): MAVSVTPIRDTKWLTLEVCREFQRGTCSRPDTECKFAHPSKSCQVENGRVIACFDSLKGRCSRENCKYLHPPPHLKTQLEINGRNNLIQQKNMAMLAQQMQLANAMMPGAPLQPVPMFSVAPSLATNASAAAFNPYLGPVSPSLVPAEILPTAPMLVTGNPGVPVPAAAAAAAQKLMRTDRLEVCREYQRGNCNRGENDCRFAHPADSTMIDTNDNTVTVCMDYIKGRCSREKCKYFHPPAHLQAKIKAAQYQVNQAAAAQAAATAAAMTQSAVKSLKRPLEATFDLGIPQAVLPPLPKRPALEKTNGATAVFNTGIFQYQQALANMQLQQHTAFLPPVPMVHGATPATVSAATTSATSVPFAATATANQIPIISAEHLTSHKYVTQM
#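 MBNL1-His + Biotin-(CUG)12, cpd titration 92 nM–58 uM; Tb anti-His Ab 0.055 ng/ul, SA-XL665 5 nM (final); 60 min RT; ratiometric 665/545 nm, Ex 340 nm; normalized to buffer and full-complex controls.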
# ASM inhibitor = human S-ASM enzyme inhibition; P17405; placental ASM, HMU-PC fluorogenic substrate, 60 min; Potency, µM (series often up to 57.5 µM), for inactives: top-dose activity change, negative = inhibition, actives largely listed as inhibitors; actives 0.006% (n = 340,000); also: potency is read from the fitted curve at half-maximal effect
#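 qHTS format. ASM enzyme prepared from human placenta hydrolyses the fluorogenic substrate HMU-PC0 (9 uM final) over 60 min at 37 °C after a 10 min compound preincubation.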
# KCNH2 WT inh = KCNH2 (human, wildtype) channel inhibition; activity change, % at 1.84 µM; actives 0.37% (n = 340,000); U2OS, BacMam KCNH2, thallium flux FluxOr; hits give low values; Q12809;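 active = maximum activity change below -70%; inconclusive = maximum activity change between -70% and -50%; inactive = maximum activity change above -50%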; also: % is scaled to controls: 0 for no effect and ±100 for the full control effect
#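 U2OS cells were transduced with wild-type KCNH2 virus (2.03 x 10^8 / mL) for 4 h at room temperature, then cultured overnight at 37 C. Thallium flux was read with FluxOr dye. Rate constants were normalized to DMSO controls.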
# A-T KAP1 phos = potential ataxia-telangiectasia treatments restoring KAP-1 phosphorylation | […] A-T fibroblasts, KAP-1 phosphorylation AlphaLISA; neocarzinostatin DNA damage 30 min before lysis | Potency, µM (series often up to 57.5 µM), for inactives: at the highest dose activation, hits mostly activators | actives 0.19% (n = 320,000); also: potency is read from the fitted curve at half-maximal effect; % of control where 0% means no effect; nearly all actives have a fitted effect of over 45% in size
#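 ATM-like activity read as KAP-1 phosphorylation via AlphaLISA donor/acceptor antibody pairs after lysis and 6 hr at 25C. Cells were ATM-null patient fibroblasts ([…], hTERT), dosed 60 min, then exposed to the DSB inducer NCS for 30 min.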
# KCNH2 3.1 block = KCNH2 3.1 (human) potassium channel inhibition; U2OS KCNH2 3.1, thallium flux FluxOr; hits give low values; activity change, % (tested at about 1.8 µM); actives 0.95% (n = 340,000);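 active = maximum activity change below -70%; inconclusive = maximum activity change from -70% to -50%; inactive = maximum activity change above -50%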;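 also: thallium influx rate constant from kinetic fluorescence after stimulation buffer; % is scaled to controls: 0 for no effect and ±100 for the full control effect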
#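 Thallium flux read-out: FluxOr dye with Red40 quencher in HBSS/HEPES, 45 min at RT. Rate constants from kinetic reads were normalized to positive and negative DMSO controls. Cells: U2OS virally expressing the 3.1 isoform.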
# Integrin act MD = activators of alpha7 integrin expression for muscular dystrophy. alpha7betagal myoblasts, beta-gal FDG fluorescence, 48 h. Potency, µM (highest dose often 38.3 µM), without a hit: at the top dose activation, usual class: activators. actives 0.064% (n = 350,000). AID 624291;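 also: potency is read from the fitted curve at half-maximal effect; 100% = response of the positive control SU9516; nearly all actives have a fitted effect of over 60% in size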
#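 alpha7betagal+/- myoblasts (passage 13, 250/well) treated 48 h at 37C with compounds at 1:260 dilution of DMSO stock. Lysed, then beta-galactosidase activity read as FDG fluorescence (ex 480/em 540) after 30 min, with pre-read for autofluorescence.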
# GALK inh = galactokinase (human) inhibition; P51570; Purified GALK, Kinase-Glo residual ATP luminescence; actives 0.007% (n = 270,000); Potency, µM (top dose mostly 57.5 µM), for inactives: at the top dose activity change, negative = inhibition, hits mostly inhibitors; also: potency is read from the fitted curve at half-maximal effect; % is scaled to controls: 0 for no effect and ±100 for the full control effect
# Target sequence (P51570 whole entry, looked up): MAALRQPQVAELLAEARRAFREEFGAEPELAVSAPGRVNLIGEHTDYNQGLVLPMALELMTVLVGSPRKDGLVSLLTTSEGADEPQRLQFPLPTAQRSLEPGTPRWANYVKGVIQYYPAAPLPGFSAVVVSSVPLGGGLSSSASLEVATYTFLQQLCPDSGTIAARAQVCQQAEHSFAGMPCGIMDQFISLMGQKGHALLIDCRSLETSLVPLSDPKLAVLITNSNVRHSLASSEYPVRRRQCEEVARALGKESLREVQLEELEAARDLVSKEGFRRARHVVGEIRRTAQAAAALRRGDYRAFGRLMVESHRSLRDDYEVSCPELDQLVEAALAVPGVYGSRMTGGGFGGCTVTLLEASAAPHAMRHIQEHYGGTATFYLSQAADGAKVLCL
#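 ATP-depletion format; final 35 uM ATP, 100 uM D-galactose, 5 nM enzyme; pH 8.0 HEPES/Mg2+ buffer; 60 min RT; luminescence read 10 min after detection reagent.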
# TRPV1 agonist = agonists of human vanilloid receptor 1 (TRPV1); AID 540275; TRPV1-expressing cells, Fluo-8 calcium influx, agonist mode; actives 0.19% (n = 320,000); Q8NER1; activation, % at 8.33 µM; in the data active = activation above about 80%; inconclusive = between about 30% and that limit; also: 0% is about no effect
#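 TRPV1-expressing cells were cultured overnight at 35.5C and loaded with Fluo-8 calcium dye for 40 to 90 min at room temperature. After a 10 s baseline, compound was added and calcium influx was read kinetically for 3 min (ex 480/em 520 nm).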
# CXXC DNA block = blocks binding of human MLL CXXC domain to DNA. MLL-CXXC / FITC-HOXA9 DNA fluorescence polarization. Potency, µM (series often up to 115 µM), for the others: top-dose activity change, negative = inhibition, usual class: inhibitors. actives 0.037% (n = 290,000); active = well fitted inhibition curve with a large enough effect in the polarisation, with a control signal flat, not every such curve was filed as active; inconclusive = small, poorly fitted or top-dose-only effect, or effect the other way, or a change in a side signal; inactive = no such curve, though single readings can be large or run the other way; the % refers to the polarisation; also: potency is read from the fitted curve at half-maximal effect
#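 Purified MLL-CXXC (added from a 7 uM solution) was preincubated 5 min at ambient with pinned compounds in 50 mM Tris-HCl pH 7.5, 50 mM NaCl, 1 mM DTT, 0.05% BSA. Fluorescein-labeled HOX-A9 DNA (50 nM solution) followed, 30 min, then polarization read.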
# Coupling enz = inhibits coupling enzyme system, counter-screen for aldolase hits; coupling enzyme system counterscreen, AmpLite Red fluorescence; activity change, negative = inhibition, % at 58.2 µM, hits read low; actives 0.67% (n = 290,000); AID 2472; in the data active = activity change below about -30%; also: % is scaled to controls: 0 for no effect and ±100 for the full control effect
#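 Compounds tested against the coupling enzymes alone at 57.5 uM final; readout was AmpLite Red fluorescence (525/598 nm) after 20 min at RT.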
# * marks the source's active call; other numbers are inactive results; i = inactive; ? = inconclusive; . = not tested or not shown; & = joins results of further samples; [ ] = dose if it differs, or a comment. Unless noted, calls follow the shape of the dose curve; as a rule, active = well fitted curve in the direction sought with a large enough effect; inconclusive = small, poorly fitted or top-dose-only effect, or another doubt; inactive = no such curve, though single readings can be large; an effect the other way counts as inactive or inconclusive. Outcome played no part in choosing rows; overall some 2% were active at least once.
SMILES,MBNL1-CUG inh,ASM inhibitor,KCNH2 WT inh,A-T KAP1 phos,KCNH2 3.1 block,Integrin act MD,GALK inh,TRPV1 agonist,CXXC DNA block,Coupling enz
COc1ccc(Oc2nc(C(F)(F)F)nc3ccccc23)cc1,-5%,-10%,-10,11%,-1,11%,0%,15,15%,0
CC(=O)Nc1cccc(C(=O)OCc2ccc(C(=O)Oc3ccc(Cl)cc3)cc2)c1,-13%,-9%,4,2%,-2,-6%[7.66 µM],-1%,-3,172%[activator],1
COc1ccc(-c2noc(N3CCCC(C(=O)Nc4ccc(F)cc4F)C3)n2)cc1 (stereo not given),2%,-22%,-2,5%,7,-2%,.,9,.,-3
CCc1ccc(-c2cc(C)no2)cc1S(=O)(=O)Nc1cc(C)on1,-11%,7%,-5,-2%,-5,-10%,4%,-1,9%,-6
O=C(c1ccccc1)N1CCN(Cc2ccccc2C(F)(F)F)CC1,-4%,0%,3,2%,7,0%,0%,11,-16%,2
O=C(O)CCNC(=O)CCCn1nnc2ccccc2c1=O,-7%,2%,18,-5%,11,-32%,6%,-9,-6%,6
CCOC(=O)/C(C#N)=C\N(C)C,-5%,2%,-1,3%,2,3%,-3%,0,7%,0
O=c1c2cc(-c3ccccc3)sc2nc2n1CCC2,1%,.,.,-1%,.,.,1%,0,?,1
CSc1nc(N)nc(SCC(=O)C(C)(C)C)c1C#N,17%,-1%,-16,.,11,-1%,3%,-7,-1%,-5
CCOc1ccc(C(=O)NC(C(=O)NCC(c2cccs2)N(C)C)C(C)C)cc1 (stereo not given),.,2%,1,-4%,15,-7%,.,1,.,.
COc1ccc(OC)c(CN2CCN(c3ccccc3OC)CC2)c1,0%,-2%,11,-5%,-15,7%,5%,0,-11%,1
CCCNc1nc2c(c(=O)n(C)c(=O)n2C)n1CCCc1ccccc1,-4%,0%,-7,1%,15,-15%,-5%,-2,25%,1
Cc1cccc(NC(=O)c2cccs2)n1,-1%,4%,6,-1%,7,27%,4%,1,1%,3
Cc1cc(C)c(S(=O)(=O)N2CCN(C(=O)c3cccs3)CC2)c(C)c1,0%,-2%,i,7%,11,-4%,0%,14,3%,5
COc1ccc(C2/C=C\CN(C(=O)CC(C)C)CC(=O)N2Cc2ccc(F)cc2)cc1 (stereo not given),2%,-4%,.,-50%,.,-14%,0%,12,?,2&-1
COCCCN1C(=O)c2[nH]nc(-c3ccccc3O)c2C1c1ccc(Cl)cc1 (stereo not given),2%,-22%,-3,14%,-3,-2%,0%,1,0%,0
COc1ccc2c(c1)OC[C@H]1[C@H]2N2C(=O)c3cc(OC)ccc3NC(=O)[C@@]2(C)[C@H]1c1ccccc1,.,?,-3,12%,-20,-19%,.,-1,.,.
CC(=O)c1cccc(Oc2ncccn2)c1,-6%,4%,-22,-7%,18,11%,-2%,1,8%,-1
Cc1cccc(N2C(=O)c3cccc4c(N)ccc(c34)C2=O)c1,?,-4%,-25,34%,-29,31%,7%,148*,?,-1
COc1ccc(OC)c(/C(O)=C/C(=O)C(=O)Nc2ccccc2OC)c1,3%,-6%,1,0%,8,-21%,1%,3,1%,2
CCOC(=O)c1[nH]c2ccc(OC)cc2c1NC(=S)N1CCN(c2cccc(Cl)c2)CC1,?,5%,-18,1%,-8,-16%,-1%,15,1%,3
O=C(O)c1ccc(-c2ccc(O)c(F)c2)cc1,?,0%,1,-3%,-10,-4%,0%,-4,8%,7
Cc1cc(C(=O)OCC(=O)N(CC(C)C)c2c(N)n(Cc3ccccc3)c(=O)[nH]c2=O)c(C)o1,.,2%,-10,-1%,-3,-39%,.,5,.,.
O=C(Nc1cn(-c2ccccc2)nc1-c1ccccc1)c1ccccc1,-1%,.,-1,5%,-11,-4%,-1%,24,-4%,1
CCOC(=O)Nc1cccc(C(=O)O)c1,-3%,-1%,-12,1%,-3,-8%,1%,-4,1%,-2

# With a hit mark in TRPV1 agonist, among the entries above:
SMILES | ASM inhibitor | Integrin act MD | GALK inh | TRPV1 agonist | CXXC DNA block
Cc1cccc(N2C(=O)c3cccc4c(N)ccc(c34)C2=O)c1 | -4% | 31% | 7% | 148* | ?

# Carrying on.
SMILES,MBNL1-CUG inh,ASM inhibitor,KCNH2 WT inh,A-T KAP1 phos,KCNH2 3.1 block,Integrin act MD,GALK inh,TRPV1 agonist,CXXC DNA block,Coupling enz
COC(=O)[C@H]1C[C@@H]1[C@H](NC(=O)OCc1ccccc1)c1ccccc1,-12%,-3%,13,20%,-21,1%,.,9,-2%,3&2
CCCOC(=O)c1ccc(OCC(O)Cn2c(C)nc3ccccc32)cc1 (stereo not given),0%,-2%,16,10%,?,-31%,0%,6,3%,-2
O=C(CNC(=O)Cc1ccccc1)NCC(=O)OCC(=O)c1cccc2ccccc12,24%,-1%,-13,-2%,2,-30%,1%,-6,11%,3
Nc1nnnn1/N=C/c1ccc(Br)cc1,5%,-1%,0,-1%,-12,8%,0%,3,25%,1
S=C(NC1CCCC1)N1CCN(c2cccc(Cl)c2)CC1,2%,-6%,5,0%,15,-38%,0%,?,8%,5
Brc1cccc(CN2CCCCCCC2)c1,2%,5%,0,0%,-7,26%,-1%,0,14%,1
CCCC(=O)N1CCN(c2ccc(NC(=O)C(C)(C)C)cc2Cl)CC1,.,0%,-1,2%,3,0%,1%,5,-2%,-1
CC1CC(C)CN(Cc2nc3c(c(=O)n(C)c(=O)n3C)n2CCN2CCOCC2)C1 (stereo not given),-1%,4%,3,1%,-14,-30%,7%,1,10%,0
O=c1cc(-c2ccccc2)n(S(=O)(=O)c2ccccc2)o1,2%,5%,20,-4%,34,22%,0%,2,-3%,6
Nc1cc([N+](=O)[O-])cc2oc(-c3ccccc3)cc12,?,-13%,-9,-18%,-8,-6%,4%,-1,?,1
O=C1CCC[C@@H]2Cc3nc4ccc(O)cc4cc3[C@@H]3CCN1[C@H]23,.,0%,-19,.,0,-14%,.,.,.,.
COc1ccccc1CNC(=O)CN(C)Cc1ccc(SC)cc1,-1%,-9%,0,16%,6,28%,3%,?,3%,3
CCOC(=O)C1CCN(CC(=O)Nc2cc(S(=O)(=O)N3CCOCC3)ccc2C)CC1,-8%,-1%,4,6%,16,-34%,1%,3,-2%,3
Cc1ccc(N2CC(C(=O)OCC(=O)Nc3ccc(F)cc3F)CC2=O)cc1 (stereo not given),.,-3%,-4,5%,-14,45%,.,-1,.,.
Cc1cc(C)cc(C(=O)Nc2ccc(N3CCN(S(C)(=O)=O)CC3)cc2)c1,-3%,-1%,-11,-3%,-15,2%,-2%,0,-1%,0
C=CCN1C(=O)C2C(C(=O)NC)C3C=CC2(O3)C1C(=O)NCc1ccc(OC)cc1 (stereo not given),2%,-3%,0,5%,1,7%,-2%,0,0%,2
O=C(NNC(=S)Nc1ccccc1Cl)c1ccccc1Br,2%,.,4,-1%,-13,4%,-5%,-1,8%,0
O=C(COc1cccc(C(F)(F)F)c1)Nc1ccc(S(=O)(=O)N2CCCCC2)cc1,.,0%,-2,-6%,-1,-57%[inhibitor],.,4,.,.
COc1cccc(NC(=O)CCN2CCC(C(N)=O)CC2)c1,-6%,4%,-13,7%,11,-11%,3%,-4,0%,2
COc1ccccc1C1CC(c2ccco2)=NN1c1ccccc1 (stereo not given),10%,i,47,20µM*,-7,-17%,1%,-2,10%,0
CC(C)(C)c1ccc(-c2nc(N)nc(N)n2)cc1,-3%,-2%,7,-2%,14,18%,5%,9,-21%,-2
Cc1cc2c(cc1S(=O)(=O)CCC(=O)Nc1cccc(C(F)(F)F)c1)OCC(=O)N2,-9%,0%,3,-10%,-16,4%,4%,12,0%,.
CCCN1C(=O)/C(=C/c2c(N3CCNC(=O)C3CC(=O)OCC)nc3c(C)cccn3c2=O)SC1=S (stereo not given),1%,?,0,-11%,-7,-70%[inhibitor],11%,?,?,-3
c1ccc(C2CSc3ccccc3N2)cc1 (stereo not given),-11%,0%,-5,-5%,0,-10%,4%,0,-4%,-2
Cc1oc2cc3oc(=O)c(CCC(=O)N4C[C@H]5C[C@@H](C4)c4cccc(=O)n4C5)c(C)c3cc2c1C,-3%,49%[activator],25,-5%,9,-9%,.,0,-6%,1
COc1ccccc1NC(=O)CCC(=O)OCc1ccc(Cl)cc1,-5%,0%,3,5%,-2,18%,4%,-2,-6%,-4
COc1ccccc1CNC(=O)C[n+]1ccccc1,0%,0%,7,3%,-10,2%,-1%,-5,-1%,4
Cc1cc(NC2CCCCC2)nc2ccccc12,6%,14%,15,4%,1,-60%[inhibitor],-2%,10,-6%,-1
Cc1ccc(CSCCNC(=O)c2ccccc2)cc1,7%[11.5 µM],2%,3,0%,5,14%,.,?,-7%,-2

# Source: PubChem (National Center for Advancing Translational Sciences (NCATS))
